Source: PubChem (several laboratories)
TRPC6 inh: blocks the mouse TRPC6 cation channel; Q61143; actives 1.1% (n = 310,000); HEK293-TRPC6, membrane potential dye, ACh-evoked depolarization; stronger effect = lower value; B-score at 10 µM;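 active means B-score under library mean minus 3 SD, initial fluorescence not abnormally high, positive integrated signal ratio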;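 further: B-score derived from integrated fluorescence ratio over the kinetic read; more negative B-score means stronger inhibition of depolarization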
HDAC3 inh: blocks human histone deacetylase 3 | AID 2718 | O15379 | inhibition, % at 8.3 µM | actives 0.15% (n = 320,000) | recombinant HDAC3, fluorogenic peptide/trypsin coupled, fluorescence; in the data active means inhibition above about 26%, passing the limit was not always enough
MrgX1 antagonist: human MrgX1 receptor antagonism, primary screen; AID 588676; B-score at 10 µM; actives 1.3% (n = 310,000); MRGX1-HEK293 calcium flux, Fluo-4, BAM8-22 antagonism; stronger effect = lower value; Q96LB2;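 active means calcium-response B-score plate-corrected more than 3 library SD below zero, starting fluorescence within 5 deviations, no agonist response on first addition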;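 further: peak minus trough fluorescence over baseline after final BAM8-22 challenge near maximal dose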
ANO1 block: inhibitors of mouse TMEM16A calcium-activated chloride channel; AID 588511; normalized B-score (activity score, 25-100; higher = stronger inhibition) at 10 µM; actives 1.2% (n = 310,000); HEK293 TMEM16A/YFP iodide influx fluorescence, ionomycin;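 active means ratio plate-corrected score three or more library SD toward inhibition, starting fluorescence score within five deviations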;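 further: score derived from kinetic fluorescence span divided by baseline fluorescence per well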
Target sequence (Q8BHY3 whole entry, looked up): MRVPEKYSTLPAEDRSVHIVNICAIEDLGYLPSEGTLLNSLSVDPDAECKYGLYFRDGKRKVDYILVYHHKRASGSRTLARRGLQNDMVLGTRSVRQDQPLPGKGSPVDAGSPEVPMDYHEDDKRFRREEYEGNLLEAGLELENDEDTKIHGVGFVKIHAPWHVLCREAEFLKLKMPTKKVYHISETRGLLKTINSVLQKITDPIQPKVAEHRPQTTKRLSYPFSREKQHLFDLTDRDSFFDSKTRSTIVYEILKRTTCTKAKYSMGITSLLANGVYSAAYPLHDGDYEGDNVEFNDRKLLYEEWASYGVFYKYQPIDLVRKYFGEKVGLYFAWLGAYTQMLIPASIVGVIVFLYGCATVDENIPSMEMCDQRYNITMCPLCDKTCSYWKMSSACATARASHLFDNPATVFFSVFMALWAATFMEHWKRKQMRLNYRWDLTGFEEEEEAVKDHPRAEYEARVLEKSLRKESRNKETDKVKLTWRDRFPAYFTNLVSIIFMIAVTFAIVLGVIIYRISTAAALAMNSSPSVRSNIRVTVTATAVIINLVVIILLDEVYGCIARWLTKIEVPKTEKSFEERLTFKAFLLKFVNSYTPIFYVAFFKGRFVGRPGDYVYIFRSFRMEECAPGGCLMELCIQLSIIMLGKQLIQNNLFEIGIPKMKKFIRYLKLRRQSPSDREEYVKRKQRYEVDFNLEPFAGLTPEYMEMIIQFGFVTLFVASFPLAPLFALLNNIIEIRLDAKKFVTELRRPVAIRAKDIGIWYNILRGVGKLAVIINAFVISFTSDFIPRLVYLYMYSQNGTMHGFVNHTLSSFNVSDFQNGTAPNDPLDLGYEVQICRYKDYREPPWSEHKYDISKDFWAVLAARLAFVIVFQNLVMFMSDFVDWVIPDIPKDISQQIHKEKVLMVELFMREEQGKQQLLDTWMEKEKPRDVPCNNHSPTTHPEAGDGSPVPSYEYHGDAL
MrgX1 ag: agonists of human MrgX1 receptor. Q96LB2. MrgX1-HEK293 cells, Fluo-4 calcium fluorescence, agonist mode; stronger effect = higher value. B-score at 10 µM. actives 0.44% (n = 310,000);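 active means calcium response B-score plate-corrected fluorescence ratio at least 3 library SD, with starting fluorescence B-score inside 5 SD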
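Material: MrgX1-expressing HEK293 cells / Dosing: compound as first of three additions / Incubation: overnight seeding, then 1 h dark dye loading / Signal: Fluo-4 NW calcium fluorescence / Evaluation: B-scored fluorescence response ratio / Benchmarks: positive and negative control wells on each plate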
SKKanGAS inh: inhibitors of SKKanGAS S. pyogenes growth in kanamycin (SK-promoter or general growth effect); inhibition, % at 7.5 µM; actives 1.3% (n = 300,000); BacTiter-Glo, 6 h; AID 1662;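 active means mean replicate score, as percent of positive control median, at least 50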;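 further: strain carries kanamycin resistance gene driven by streptokinase promoter and grows in 40 µg/ml kanamycin; loss of luminescence reflects streptokinase promoter inhibition or plain growth inhibition; 0% = median of DMSO wells and 100% = positive control at its reference dose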
ANO1 activ: activates or potentiates the mouse TMEM16A chloride channel. HEK293 TMEM16A/YFP-H148Q/I152L, iodide quench fluorescence; stronger effect = lower value. actives 0.3% (n = 340,000). Q8BHY3. B-score at 10 µM;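 active means fluorescence-ratio B-score plate-corrected deviation score at least 3 library SD below zero, with starting fluorescence score within 5 deviations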;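 further: channel opened by trigger with iodide after compound preincubation; score built on the fluorescence ratio of max minus min over baseline; more negative score means more quench and so TMEM16A activation or potentiation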
RGS4 act: potentiators or activators of RGS4 | HEK293 M3R/inducible RGS4, carbachol calcium flux Fluo4; stronger effect = lower value | B-score at 10 µM | actives 0.92% (n = 310,000) | AID 463111;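 active means B-score of the integrated calcium signal more than 4 SD below the library mean, with starting fluorescence not abnormally high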;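 further: negative B-score means reduced calcium response which marks RGS4 activation or potentiation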
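Assay system: HEK293 FlpIn-TREx cells, stable M3R, doxycycline-inducible RGS4 / Probe or stimulus: carbachol, ECmax concentration / Times: overnight RGS4 induction, 30 min dye load 37 °C, 20 min compound RT / Signal: kinetic calcium fluorescence imaging with Fluo4-AM dye, 2 µM / Measure: Agonist-evoked peak-minus-minimum fluorescence over baseline, integrated ratio, B score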
MrgX1 allo act: allosterically activates human MrgX1 receptor signaling. Q96LB2. AID 588675. B-score at 10 µM. MrgX1-HEK293, Fluo-4 calcium flux, FDSS; stronger effect = higher value. actives 0.63% (n = 310,000);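 active means plate-corrected calcium response at least 3 library SD above typical, normal starting fluorescence, not activating the receptor alone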;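 further: compound read alongside a low EC10 to EC30 dose of BAM8-22 agonist; peak minus trough fluorescence over baseline measured at the second addition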
RGS4 block: inhibitors of human RGS4; P49798; HEK293 M3R/RGS4 inducible, Fluo-4 calcium flux; stronger effect = higher value; triggered by carbachol at its EC20; B-score at 10 µM; actives 0.45% (n = 310,000);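 active means B-score, a plate-corrected calcium signal, over three deviations above library mean, with baseline fluorescence within five deviations of library mean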;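 further: RGS4 expression induced by doxycycline in cells with stable M3 receptor; B-score is computed from the integrated fluorescence ratio over baseline after carbachol; higher B-score means a larger calcium signal and so more RGS4 inhibition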
Target sequence (P49798 whole entry, looked up): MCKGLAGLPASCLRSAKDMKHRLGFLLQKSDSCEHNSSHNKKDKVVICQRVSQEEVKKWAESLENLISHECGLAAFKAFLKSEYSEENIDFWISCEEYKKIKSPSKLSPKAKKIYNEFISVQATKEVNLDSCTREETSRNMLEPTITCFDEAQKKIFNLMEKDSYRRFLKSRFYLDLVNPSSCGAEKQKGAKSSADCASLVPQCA
TRPC6 act: activates the mouse TRPC6 cation channel. Q61143. B-score at 10 µM. actives 0.13% (n = 310,000). HEK293-TRPC6 membrane potential dye fluorescence; stronger effect = higher value. AID 2550;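 active means B-score of the integrated fluorescence ratio above library mean plus 3 SD, and starting fluorescence ratio within library mean plus 5 SD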;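 further: higher score means more depolarization so channel activation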
The depositor's hits bear a star; i = inactive; · = not tested or not shown.

SMILES	TRPC6 inh	HDAC3 inh	MrgX1 antagonist	ANO1 block	MrgX1 ag	SKKanGAS inh	ANO1 activ	RGS4 act	MrgX1 allo act	RGS4 block	TRPC6 act
CCOC(=O)c1c(S(=O)(=O)Nc2ccccc2OCC)c(C)n(C)c1C	i	-8.1	i	i	i	-5.4	i	i	i	i	i
Cc1cc(C)c(C)c(S(=O)(=O)Nc2ccccc2C(=O)O)c1C	i	-14.3	i	i	i	5.5	i	i	i	i	i
CC(NC(=O)CCc1nc2cc(S(=O)(=O)N3CCOCC3)ccc2n1C)c1ccc(S(N)(=O)=O)cc1 (stereo not drawn)	i	-1.1	i	i	i	0.3	i	i	i	i	i
CCOC(=O)N1CCC(N2C(=O)c3ccccc3C2Nc2c(C)cccc2C)CC1 (stereo not drawn)	i	-1.6	i	i	i	2.5	i	i	i	i	i
COc1cc(C(=O)Oc2cc(N)n(S(=O)(=O)c3ccc(F)cc3)n2)cc(OC)c1OC	i	6.9	i	i	i	13.7	i	i	i	i	i
O=C(O)COc1ccccc1/C=N/NC(=O)Cc1csc(Nc2cccc(C(F)(F)F)c2)n1	i	4.9	i	i	i	-0.4	i	i	i	i	i
COc1ccc(NC(=O)C(CCS(C)(=O)=O)NC(C)=O)cc1 (stereo not drawn)	i	-0.2	i	i	i	-5.4	i	i	i	i	i
CCCc1ccc(S(=O)(=O)N2CCN(Cc3ccco3)CC2)cc1	i	-12.0	i	i	i	-1.9	i	i	i	i	i
Nc1nc2c(ncn2C2C[C@H](O)[C@@H](CO)O2)c(=O)[nH]1 (stereo partly drawn)	i	-0.5	i	i	i	18.0	i	i	i	i	i
O=C(Cn1c(=O)oc2ccccc21)N(Cc1ccccc1)C1CCS(=O)(=O)C1 (stereo not drawn)	i	-3.3	i	i	i	-1.6	i	i	i	i	i
Cc1cc(Cl)ccc1OCC(=O)NCCOc1nc(N2CCOCC2)nc(N2CCOCC2)n1	i	-0.8	i	i	i	-5.7	i	i	i	i	i
CCOC(=O)c1ccccc1NC(=O)/C=C/c1cc(OC)c(OC)c(OC)c1	i	-9.8	i	i	i	-12.5	i	i	i	i	i
O=[N+]([O-])c1cc(Cl)ccc1N1CCN(c2ccccc2O)CC1	i	-4.5	i	i	i	-1.1	i	i	i	i	i
Cc1ccc(NC(=O)CN(C)CC(=O)Nc2ccc(N3CCOCC3)cc2)c(C)c1	i	-1.7	i	i	i	1.3	i	i	i	i	i
Cn1c(CNC(=O)CCNC(=O)c2ccc(F)c(F)c2)cc(=O)n(C)c1=O	i	-0.3	i	i	i	-7.3	i	i	i	i	i
Cc1ccc(S(=O)(=O)CC2CSc3nc4ccccc4n32)cc1 (stereo not drawn)	i	-0.6	i	25*	i	2.8	i	i	i	i	i
Cc1cccc(N/C(=N\S(=O)(=O)c2ccccc2)C(F)(F)F)c1	i	0.4	i	i	i	2.0	i	i	i	i	i
O=C(NCc1ccccn1)C1CCCN(Cc2cnn(-c3ccccc3)c2-n2cccc2)C1 (stereo not drawn)	i	-7.7	i	i	i	-4.3	i	-7.26*	i	i	i
O=C(COc1ccccc1)NC1CCCCCCC1	-5.96*	1.9	i	i	i	0.2	i	i	i	i	i
COc1cccc(/C=N/n2c(=S)n(C)c3ccccc32)c1OC	i	10.3	i	i	i	-9.1	i	i	i	i	i
Cn1c(=O)c2ncn(CC(=O)Nc3cccc(-c4nc5ccccc5s4)c3)c2n(C)c1=O	·	-3.1	i	i	i	·	i	·	i	·	·
Cc1ccc(C(=O)/C=C\C(=O)c2ccc(C)cc2)cc1	i	-5.9	i	i	i	56.4*	i	i	i	i	i
O=C(COC(=O)c1cccnc1Nc1ccccc1F)NCCN1C(=O)CSC1=O	i	6.4	-12.3*	i	i	1.7	i	i	i	i	i
Cc1ccc(NC(=O)C2CCN(c3ncnc4c3nc3n4CCCCC3)CC2)nc1	i	0.7	i	i	i	-8.4	i	i	i	i	i
O=C(/C=C/c1ccccc1)Nc1ncn[nH]1	i	-1.9	i	i	i	-7.5	i	i	i	i	i

Next part:
SMILES	TRPC6 inh	HDAC3 inh	MrgX1 antagonist	ANO1 block	MrgX1 ag	SKKanGAS inh	ANO1 activ	RGS4 act	MrgX1 allo act	RGS4 block	TRPC6 act
N#C/C(=C\c1cccs1)C(=O)NCc1ccccc1	i	1.7	i	i	i	0.7	i	i	i	i	i
Cc1ccc2[nH]c(=O)c(Cc3ccccc3)c(O)c2c1	i	-3.7	i	i	i	4.1	i	i	i	i	i
Cc1cccc(NC(=O)c2ccc(Cl)c(S(=O)(=O)N3CCCCC3)c2)n1	i	1.8	i	i	i	-0.6	i	i	i	i	i
O=C(Cc1ccccc1F)OCN1C(=O)c2ccccc2C1=O	i	3.3	i	i	i	1.4	i	i	i	i	i
COc1nc(NC23CC4CC(CC(C4)C2)C3)nc(OC)n1	i	0.4	i	i	i	2.3	i	i	i	i	i
COC(=O)Cc1n[nH]c(=S)[nH]c1=O	i	6.7	i	i	i	-5.7	i	i	i	i	i
O=C(CCn1nnc2ccccc21)Nc1nnc(-c2ccccc2F)s1	i	5.3	i	i	i	-2.5	i	i	i	i	i
COc1cccc(CNC(=O)c2nnn(CC(=O)Nc3ccc(C)c(C)c3)c2N)c1	i	10.8	i	i	i	3.8	i	i	i	i	i
CC(C)n1c(O)c(N=Nc2ccccn2)c2ccccc21	i	11.9	i	i	i	-5.4	i	i	i	i	i
O=C(NCCCN1CCCC1)c1ccc(CS(=O)(=O)c2ccc(Cl)cc2)o1	i	1.3	i	i	i	-8.2	i	i	i	i	i
Cc1cccc2sc(NNC(=O)c3ccc(S(=O)(=O)N4CCCC(C)C4)cc3)nc12 (stereo not drawn)	i	0.1	i	25*	i	91.4*	i	i	i	i	i
O=S(=O)(c1cccc(NC(=S)N2CCN(c3ccccc3F)CC2)c1)C(F)F	i	-1.5	i	i	i	-0.1	i	i	i	i	i
Cc1ccc(Cn2c(NS(=O)(=O)c3ccccc3)nc3ccccc32)cc1	i	-0.1	i	i	i	0.1	i	i	i	i	i
COC(=O)c1cccc(N/C=C(\[N+](=O)[O-])S(=O)(=O)c2ccccc2)c1	i	2.4	i	i	i	-0.9	i	i	i	i	i
CCOC(=O)c1ccc(NC(=O)CC2C(=O)N(c3ccccc3)C(=O)N2CCCOC)cc1 (stereo not drawn)	i	3.8	i	i	i	2.5	i	i	i	i	i
COc1cccc(C2N(Cc3ccccc3)C(=O)C2(F)F)c1OC (stereo not drawn)	i	7.2	i	i	i	8.2	i	i	i	i	i
CNC(=O)c1c(NC(=O)C2=COCCO2)sc2c1CCCC2	i	-2.1	i	i	i	16.6	i	i	i	i	i
NS(=O)(=O)c1cccc(NC(=O)COC(=O)COc2ccc3ccccc3c2)c1	i	0.0	i	i	i	-8.4	i	i	i	i	i
CCN(CC)C(=O)Cn1cc(S(=O)(=O)CC(=O)Nc2ccc(F)cc2F)c2ccccc21	i	3.4	i	i	i	-5.7	i	i	i	i	i
O=C1NC(NS(=O)(=O)c2ccccc2)(C(F)(F)F)C(=O)N1CCc1ccccc1 (stereo not drawn)	i	2.8	i	i	i	1.0	i	i	i	i	i
CC1CC(C)CN(C(=O)c2ccc(-c3ccc([N+](=O)[O-])cc3)o2)C1 (stereo not drawn)	i	2.5	i	i	i	13.4	i	i	i	i	i
Cc1cccc(OCCCN2CCOCC2)c1C	i	-5.6	i	i	i	-1.3	i	i	i	i	i
Cn1c(=O)oc2cc(S(=O)(=O)NC3CCCc4ccccc43)ccc21 (stereo not drawn)	i	-5.3	i	i	i	-3.9	i	i	i	i	i
CCN(CC)C(=O)CC(c1ccc(F)cc1)c1ccco1 (stereo not drawn)	i	3.4	i	i	i	0.6	i	i	i	i	i
CNc1nc(CCN2C(=O)c3ccccc3C2=O)cs1	i	3.8	i	i	i	6.9	i	i	i	i	i

Further compounds
SMILES	TRPC6 inh	HDAC3 inh	MrgX1 antagonist	ANO1 block	MrgX1 ag	SKKanGAS inh	ANO1 activ	RGS4 act	MrgX1 allo act	RGS4 block	TRPC6 act
CCCn1c(=NC(=O)c2c(-c3c(F)cccc3Cl)noc2C)c(C(=O)OCC)cc2c(=O)n3ccccc3nc21	i	-80.9	i	i	i	16.7	·	i	i	i	i
Cc1cccc(N2CCN(Cc3ccc([N+](=O)[O-])o3)CC2)c1C	i	-0.4	i	i	i	-9.4	i	i	i	i	i
COc1ccc2nc(C)cc(Nc3ccc(C)cc3)c2c1	-6.62*	2.9	i	i	i	-0.9	i	i	i	i	i
COc1ccc(S(=O)(=O)NCCSCc2ccco2)cc1C	i	7.2	i	i	i	1.6	i	i	i	i	i
Cc1cccc(N2CCN(Cc3ccoc3)CC2)c1C	i	-0.2	i	i	i	10.0	i	i	i	i	i
Cc1cc(NC(=O)c2cccc(F)c2)ncc1NC(=O)c1ccco1	i	-5.7	i	i	i	8.3	·	i	i	i	i
N#Cc1nc(COc2ccccc2Cl)oc1NCc1ccc(F)cc1	i	·	i	i	i	3.3	i	i	i	i	i
O=C(c1ccccc1)N1CCn2c(nc3ccccc32)C1	i	-7.3	i	i	i	1.1	i	i	i	i	i
CCOP(=O)(OCC)C(NC(=O)c1cccs1)C(F)(F)F (stereo not drawn)	i	-4.9	i	i	i	-3.9	i	i	i	i	i
O=C(C[n+]1ccccc1)Nc1ccccc1C(F)(F)F	i	-1.3	i	i	i	-0.6	i	i	i	i	i
COc1cccc(N2CCN(Cc3cccnc3)CC2)c1	i	2.1	i	i	i	-7.2	i	i	i	i	i
Cn1c(=O)cc(OCCCC(=O)Nc2cccnc2)c2ccccc21	i	4.0	i	i	i	0.3	i	i	i	i	i
CCc1nnc(NC(=O)c2cccnc2SC)s1	i	-4.2	i	i	i	-4.3	i	i	i	i	i
Cc1nc(N2N=C3/C(=C/c4ccc(F)cc4)CCCC3C2c2ccc(F)cc2)sc1C(=O)N(C)C (stereo not drawn)	i	·	i	i	i	42.0	i	i	i	i	i
O=C(c1csc(Nc2ccccc2Cl)n1)N1CCCC1	i	-6.2	i	i	i	-12.5	i	i	i	i	i
COc1ccccc1NC(=O)c1sc2nc(N3CCOCC3)c3c(c2c1N)CCCC3	i	-2.2	i	i	i	2.0	i	i	i	i	i
CCOc1ccccc1Nc1cc(C)nc2nc(C)nn12	i	-6.1	i	i	i	-5.8	i	i	i	i	i
CCOc1ccc(S(=O)(=O)Nc2ccc(C(=O)NCC3CCCO3)cc2)cc1 (stereo not drawn)	i	-12.0	i	i	i	-9.3	i	i	i	i	i
CCCCOC(=O)Nc1sc2nc(C)cc(C)c2c1-n1cccc1	i	-6.1	i	i	i	3.2	i	i	i	i	i
